All columns: NCI-60 one-dose screen, growth in % after 48 h at 10 µM unless noted; 100 = growth as untreated, 0 = no growth, -100 = all killed.
TK-10: TK-10 renal cancer cells. hit rate 3.9% among 81,000
SK-OV-3: SK-OV-3 ovarian cancer cells | hit rate 3.2% among 80,000 | AID 1794785
UO-31: UO-31 renal cancer; hit rate 5.2% among 81,000; AID 1794768
SN12C: SN12C renal cancer cells | hit rate 3.8% among 81,000 | AID 1794767
IGROV1: IGROV1 ovarian cancer | hit rate 4.7% among 79,000 | AID 1794786
RXF 393: RXF 393 renal cancer cells | hit rate 6.9% among 77,000 | AID 1794773
786-0: 786-0 renal cancer cells; AID 1794775; hit rate 5.1% among 81,000
ACHN: ACHN renal cancer | hit rate 4.9% among 81,000 | AID 1794771
* = called active by the depositor; . = not tested or not shown; & = joins results of further samples; [ ] = another dose, or the depositor's remark. How the source made its calls: active means growth percent below 10; inactive means the rest.

SMILES	TK-10	SK-OV-3	UO-31	SN12C	IGROV1	RXF 393	786-0	ACHN
CC(OC(=O)Nc1ccccc1)C(=O)OC1CCCCC1 (centres undefined)	107&109	116&107	81&80	94&112	108&106	101&110	106&118	104&100
CC1(C)CC[C@]2(C(=O)N3CCOCC3)CC[C@]3(C)C(=CC[C@@H]4[C@@]5(C)C/C(=C/c6ccncc6)C(=O)C(C)(C)[C@@H]5CC[C@]43C)[C@@H]2C1	36	29	11	18	33	-37*	26	16
CCOC(=O)c1ccc2c(c1)ncn2-c1ccc(N)cc1	106	114	81	96	107	121	99	107
COc1ccc2c(c1)[n+](=O)c(C(=O)/C=C/c1cc(OC)c(OC)c(OC)c1)c(C)n2[O-]	120	82	.	72	-28*	49	71	66
Cc1cc(-c2ccccc2)n(N)c(=S)n1	105	102	87	95	93	109	104	97
Cn1ccc(=O)c(C(=O)Nc2nsc3ccc([N+](=O)[O-])cc23)c1	50	31	28	75	27	36	56	33
COc1cc(C(=O)/C=C/c2c(C)nn(-c3ccccc3)c2N2CCOCC2)cc(OC)c1OC	.	49	53	79	90	47	68	71
O=C(Nc1nc(Cl)nc(Nc2ccc(N3CCOCC3=O)cc2)n1)c1ccc(Cl)s1	120	99	91	92	73	91	108	96
CC1(C)N=C(N)NC(Nc2ccccc2)=N1	71	98	76	90	100	109	98	103
CCCCN1C(=O)/C(=c2\sc3n(c2=O)C2C(NN=3)N(CCC)C(=O)N2CCC)c2ccccc21 (centres undefined)	111	.	74	91	85	63	80	68
CCCCN(CCCC)CCCNc1c2c(nc3ccc(OC)cc13)CCCC2	88	91	53	92	94	86	91	102
CCC1CCCC/C1=N\Nc1ccc([N+](=O)[O-])cc1[N+](=O)[O-] (centres undefined)	128	95	80	104	112	117	94	101
Clc1ccc(-c2onc3ccc(C4Oc5ccccc5C5CC(c6ccccc6)=NN54)cc23)cc1 (centres undefined)	113	98	89	106	103	104	103	110
COc1ccc(-c2nc3c(nc(C)c4ccc(C)nc43)o2)cc1	158	94	61	97	88	99	117	96
O=C(Nc1cccc(-n2cc(-c3ccncc3)c(-c3ccc(O)c(Cl)c3)n2)c1)Nc1ccc(Cl)c(C(F)(F)F)c1	-15*	4.8*	-19*	10.0*	-21*	-21*	-6.0*	11
COc1cc2oc(-c3cccc(C(=O)NCC(=O)OC(C)(C)C)c3)cc(=O)c2c(OC)c1OC	108	129	48	74	73	90	75	78
Cc1ccc2nc(C)cc(Nc3cccc(C(F)(F)F)c3)c2c1	116	112	70	92	104	74	90	84
Nc1nc(C(=O)NNC(=O)Nc2ccc(Cl)cc2)nn1-c1ccc(S(N)(=O)=O)cc1	100	111	86	108	97	102	97	107
O=C(NCCCNS(=O)(=O)c1ccc(Cl)cc1)Nc1ccc(-n2cc(-c3ccncc3)c(-c3ccc(Cl)c(O)c3)n2)cc1	63	69	41	46	62	19	1.6*	26
CCCCOCCOCCOC(=O)c1ccccc1	87	77	82	99	105	112	99	98
O=c1[nH]cncc1F	110	102	88	99	98	109	105	103
CCN(CC)CCOc1ccc(/C(=C(\C)Cc2ccc(OC)cc2)c2ccc(O)cc2)cc1	36	64	-34*	55	47	7.0*	-37*	19
CSc1nc(N)nc(N)c1N	139	98	88	98	110	91	108	97
O=C(CN(Cc1ccco1)C(=O)/C=C/c1cccc([N+](=O)[O-])c1)Nc1ccccc1C(F)(F)F	110	88	46	89	.	100	88	96
Cc1ncc(C(=O)Nc2ccc(CN3CCN(C)CC3)c(C(F)(F)F)c2)cc1C#Cc1cnc(N)cc1C#N	-55*	21	-97*	-5.6*	5.9*	-93*	-66*	-100*
O=C(/C=C/c1ccco1)c1ccc(OCc2nnc(-c3ccc(Cl)cc3)o2)cc1	116	115	126	99	.	96	105	106
COc1ccc(N=Nc2c(N)nn3c(-c4ccc(OC)c(OC)c4)ccnc23)cc1	89	56	108	89	95	65	76	77
CCOC(=O)SC(=S)OCC	100	100	92	97	106	134	97	106
CC(C)CC(=O)Oc1ccc(/C=C/c2cc(OC(=O)CC(C)C)cc(OC(=O)CC(C)C)c2)cc1	102	106	71	93	87	94	98	.
CCCCC(=O)OCC1OC(n2cnc3c(=S)nc[nH]c32)C(OC(=O)CCCC)C1OC(=O)CCCC (centres undefined)	15	19	35	27	.	.	20	17
CCCc1cc(=O)n2c(C(=O)Nc3cccc(Cl)c3)c(C(=O)Nc3ccc(F)cc3)sc2n1	111[30 µM]	119[30 µM]	86[30 µM]	117[30 µM]	57[30 µM]	98[30 µM]	85[30 µM]	100[30 µM]
Clc1nc(-c2ccccn2)nc2sc3c(c12)CCCCCC3	.	105	16	85	90	.	98	-20*
C=C1c2c(Cl)ccc(O)c2C(O)=C2C(=O)C3(O)C(O)=C(C(N)=O)C(=O)C(N(C)C)C3C(O)C12 (centres undefined)	71	61	38	88	60	66	52	50
COc1cc(-c2n[nH]nc2-c2cccnc2)cc(OC)c1OC	134	103	91	84	56	.	89	100
C1CN(c2nc(N3CCOCC3)c3[nH]c(N4CCOCC4)nc3n2)CCO1	111	114	68	103	109	135	104	98
COc1cc2c(cc1OC)C(CNC(=O)/C=C/c1ccccc1)C2 (centres undefined)	139	97	113	102	124	112	124	106
O=C(NCc1ccc(Cl)cc1Cl)C1CCC(=O)N1C(=O)NCc1ccc(Cl)cc1Cl (centres undefined)	94	103	74	102	94	107	100	105
O=c1cc(N2CCOCC2)oc2cc(-c3cc4ccccc4o3)ccc12	97	83	79	93	89	87	71	94
NS(=O)(=O)c1ccc(N/N=C(/CS(=O)(=O)c2ccccc2)c2cc3cc(Br)ccc3oc2=O)cc1	110	101	74	100	95	96	92	93
COc1cc(CNC(=O)CCCC/C=C/C(C)C)ccc1OCc1cn(-c2ccc([N+](=O)[O-])cc2)nn1	93	77	61	92	90	100	94	91
CC(=O)N(O)C(C)C#Cc1ccc(NS(=O)(=O)c2ccc(Cl)cc2)cc1 (centres undefined)	115	94	98	93	123	101	95	89
COc1cc2nc(-c3ccc(Cl)cc3)cc(OCCN3CCCC3)c2cc1OC	96	105	59	84	81	71	87	80
CN(C)Cc1ccccc1	156	95	80	90	109	111	105	96
O=C(NCC(O)CO)c1c(I)c(C(=O)NCC(O)CO)c(I)c(N(CCO)C(=O)CO)c1I (centres undefined)	109	107	72	103	103	102	92	98
Cn1cnc([N+](=O)[O-])c1Sc1ncnc2c1ncn2C1OC(CO)C(O)C1O (centres undefined)	50	33	58	87	82	95	39	82
O=C1OC(N2CCCCC2)c2nc3ccccc3c(/C=C/c3ccc(Br)cc3)c21 (centres undefined)	121	89	81	95	92	106	109	93
CCC(=O)C1C(=O)c2ccccc2C1=O	114	116	69	109	.	120	107	115
COc1c(OC(C)=O)ccc(C=O)c1[N+](=O)[O-]	98	97	85	98	110	140	100	113
N=C1SCC(=O)N1c1ncc(Cc2cccc(Cl)c2Cl)s1	109	101	79	95	102	136	98	98
COc1cc(C(=O)c2cc(C(=O)/C=C/c3ccccc3)c3c(C)cccn23)cc(OC)c1OC	114	82	42	64	62	38	79	44

Structural class: the entries above with a furan ring, fused or not (three)
SMILES	TK-10	SK-OV-3	UO-31	SN12C	IGROV1	RXF 393	786-0	ACHN
O=C(CN(Cc1ccco1)C(=O)/C=C/c1cccc([N+](=O)[O-])c1)Nc1ccccc1C(F)(F)F	110	88	46	89	.	100	88	96
O=C(/C=C/c1ccco1)c1ccc(OCc2nnc(-c3ccc(Cl)cc3)o2)cc1	116	115	126	99	.	96	105	106
O=c1cc(N2CCOCC2)oc2cc(-c3cc4ccccc4o3)ccc12	97	83	79	93	89	87	71	94

Random excerpt: two compounds from above.
SMILES	TK-10	SK-OV-3	UO-31	SN12C	IGROV1	RXF 393	786-0	ACHN
COc1cc(C(=O)c2cc(C(=O)/C=C/c3ccccc3)c3c(C)cccn23)cc(OC)c1OC	114	82	42	64	62	38	79	44
O=C1OC(N2CCCCC2)c2nc3ccccc3c(/C=C/c3ccc(Br)cc3)c21 (centres undefined)	121	89	81	95	92	106	109	93

(continued)
SMILES	TK-10	SK-OV-3	UO-31	SN12C	IGROV1	RXF 393	786-0	ACHN
COc1ccc(-c2nc3ccc(F)cc3s2)cc1	120	79	78	104	82	100	101	103
O=C(O)C(=O)Nc1ncn[nH]1	100	98	97	97	116	100	100	101
O=S(=O)(c1ccc(NC(=S)N2CCCCC2)cc1)N1CCCCC1	114	100	76	99	102	117	91	101
CCOC(=O)c1[nH]c(CN)c(C(=O)OCC)c1C	.	98	95	93	83	86	88	99
CCOC(=O)CNc1nc(N)nc(N2CCCCC2)c1C=O	105	108	86	101	116	116	91	106
O=C1OC(=O)C2C3CC(C(Br)C3Br)C12 (centres undefined)	93	99	76	98	88	112	108	111
COC(=O)c1nc(N)nc(C(=O)OC)c1C(=O)c1ccc(C)cc1	111	109	91	105	112	121	109	106
COc1cc2cc(Oc3ccc(NC(=O)Nc4ccc(Cl)c(C(F)(F)F)c4)cc3)c(C)nc2cc1OC	.	-4.1*	-45*	13	-7.7*	-33*	-21*	14
COCn1c(C(=O)OC)cc2oc(/C=C3/NC(=S)NC3=O)cc21	124	102	89	110	96	128	89	105
O=C(Nc1ccc([N+](=O)[O-])cc1)c1ccc(-n2c(=O)[nH]c3ccccc3c2=O)cc1	113	105	93	103	105	112	92	108

In another format: results already given.
Order of values: TK-10, SK-OV-3, UO-31, SN12C, IGROV1, RXF 393, 786-0, ACHN
- Cc1ncc(C(=O)Nc2ccc(CN3CCN(C)CC3)c(C(F)(F)F)c2)cc1C#Cc1cnc(N)cc1C#N
  -55*, 21, -97*, -5.6*, 5.9*, -93*, -66*, -100*
- O=C(/C=C/c1ccco1)c1ccc(OCc2nnc(-c3ccc(Cl)cc3)o2)cc1
  116, 115, 126, 99, ., 96, 105, 106

Later entries
SMILES	TK-10	SK-OV-3	UO-31	SN12C	IGROV1	RXF 393	786-0	ACHN
S=C(Nc1ccccc1)Nc1ccc(Nc2ncnc3sc4c(c23)CCOC4)cc1	102	78	58	92	83	96	97	73
Nc1ccc(C(=O)NC(CCC(=O)O)C(=O)O)cc1 (centres undefined)	103	116	79	99	107	117	101	102
C=C(C)[C@@H]1CC[C@]2(C(=O)NCCCN(CCCN)CCCN)CC[C@]3(C)[C@H](CC[C@@H]4[C@@]5(C)CCC(=O)C(C)(C)[C@@H]5CC[C@]43C)[C@@H]12	96	102	94	95	99	102	98	102
N#C/C(=C\c1ccc(C(F)(F)F)cc1)C(=O)Nc1sc2c(c1C#N)CCCC2	114	95	93	100	104	93	100	102
COc1cc(C2=NOC(c3ccc(N(C)C)cc3)C2)cc(OC)c1OC (centres undefined)	111	101	112	94	121	94	95	98
O=C1c2ccccc2CCC1[n+]1ccc2ccccc2c1 (centres undefined)	76	71	68	102	97	108	98	95
CC(C)(C)OC(=O)N1C=CC(=O)[C@@H](O[Si](c2ccccc2)(c2ccccc2)C(C)(C)C)[C@H]1/C=C/c1ccccc1	90	88	85	85	86	102	88	87
CCc1ccc(NC(C)=O)cc1	131	134	85	111	106	109	101	104
COc1ccc(NC(=O)CCn2cnc3c(cc(-c4ccccc4)n3-c3ccncc3)c2=O)cc1	121	117	95	104	134	101	100	112
CC(=O)Oc1cccc(S(=O)(=O)n2cc(C(=O)C(=O)Nc3ccncc3)c3ccccc32)c1	102	92	75	85	85	91	91	88
O=C(Nc1ccccc1SC(=O)c1ccccc1)c1ccccc1	129	88	73	113	89	116	99	92
Cc1nn(-c2ccccc2)c2nc3c(c(-c4ccc(Cl)cc4)c12)CNC1(N3)C(=O)N(Cc2ccccc2)c2ccc(Cl)cc21 (centres undefined)	127	103	83	89	87	79	116	101

Entries listed so far with an aryl thioether with sulfur outside any ring, in the order listed:
SMILES	TK-10	SK-OV-3	UO-31	SN12C	IGROV1	RXF 393	786-0	ACHN
CSc1nc(N)nc(N)c1N	139	98	88	98	110	91	108	97
Cn1cnc([N+](=O)[O-])c1Sc1ncnc2c1ncn2C1OC(CO)C(O)C1O (centres undefined)	50	33	58	87	82	95	39	82

Screens as filed in PubChem.
